# High-throughput results: PubChem, National Center for Advancing Translational Sciences (NCATS)
# Fluorescein fluor: compound fluoresces in the fluorescein spectral region; AID 593; hit rate 0.91% among 59,000; Compound autofluorescence, 480/540 nm, fluorescein-equivalent; active compounds read high; max fluorescein-equivalent concentration, M; in the data active = max fluorescein-equivalent concentration above about 10 nM; inconclusive = between about 1.1 nM and that limit
#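 Library compounds, added at multiple concentrations to pH 8.0 Tris buffer (100 mM), incubate 15 min at room temperature before CCD imaging at 480 nm excitation and 540 nm emission.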
# Casp1 inh: caspase-1 (human) inhibition, allosteric or competitive; P29466; Caspase-1 enzyme, Ac-WEHD-AFC fluorogenic rate; Potency, µM (top dose mostly 57.5 µM), without a hit: at the top dose activity change, negative = inhibition, hits mostly inhibitors; hit rate 0.03% among 75,000;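 also: potency is read from the fitted curve at half-maximal effect; plate controls were vehicle for no effect and no substrate for full effect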
# Caspase-7 inhib: caspase-7 (human) inhibition, allosteric or competitive | P55210 | recombinant caspase-7, Ac-DEVD-AFC fluorescence rate | Potency, µM (doses to about 57.5 µM), without a hit: at the top dose activity change, negative = inhibition, hits mostly inhibitors | hit rate 0.02% among 75,000 | AID 889; active = well fitted inhibition curve with a large enough effect in the main read-out, with a control signal flat, not every such curve was filed as active; inconclusive = small, poorly fitted or top-dose-only effect, or a change in a side signal; also: potency is read from the fitted curve at half-maximal effect; % of control where 0% means no effect
# HEK293 cAMP cs: raises cAMP in parental HEK293 cells, TSHR agonist counter-screen; parental HEK293 CNG cAMP sensor, membrane potential fluorescence; Potency, µM (highest dose often 57.1 µM), without a hit: at the highest dose activation, most hits filed as activators; hit rate 2.5% among 73,000; also: potency is read from the fitted curve at half-maximal effect; % of control where 0% means no effect; nearly all actives have a fitted effect of over 55% in size
#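 Parental HEK 293 cells stably expressing a modified CNG channel (no TSHR) report cAMP rise as membrane depolarization. Membrane potential dye with 100 uM RO 20-1724 was loaded for 60 min at room temperature, then compound added for 30 min; fluorescence read at 590 nm.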
# Rhodamine autofl: compound autofluorescence in rhodamine spectral region; Rhodamine-region fluorescence, 547/598 nm, Tris buffer; active compounds read high; max dye-equivalent concentration, M; hit rate 0.05% among 59,000; in the data active = max dye-equivalent concentration above about 11 nM; inconclusive = between about 1.1 nM and that limit
#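 Steps: pin-transfer compounds into pH 8.0 Tris (100 mM), hold 15 min at room temperature, image with a 547/598 nm filter pair, and convert intensities to rhodamine-equivalent concentration using a six-point on-plate rhodamine series.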
# TexasRed autofl: compound fluoresces in the Texas Red spectral region. Compound fluorescence, Texas Red channel, 547/618 nm; active compounds read high. max dye-equivalent concentration, M. hit rate 0.06% among 59,000; in the data active = max dye-equivalent concentration above about 10 nM; inconclusive = between about 1.1 nM and that limit
#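 Compound fluorescence was read after 15 min at room temperature in 100 mM Tris, pH 8.0, using 547 nm excitation and 618 nm emission across a concentration series. It was expressed as Texas Red dye-equivalent concentration from an on-plate standard curve.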
# BRCT inh red: disrupts BRCA1 BRCT binding to phosphoprotein, red fluorophore readout; P38398; BRCT-phosphopeptide binding, red fluorescence polarization; Potency, µM (series often up to 76.9 µM), for the others: at the top dose activity change, negative = inhibition, actives largely listed as inhibitors; hit rate 0.03% among 75,000; also: % is scaled to controls: 0 for no effect and ±100 for the full control effect
#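 Rhodamine-labelled pBACH1 10-mer (100 nM) bound to BRCT domain (100 nM) at pH 7.3; compounds incubated 12 min room temperature, polarization read. Free peptide defines full inhibition; unlabelled decapeptide titrated as control.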
# USP2a inh: USP2a (human) protease inhibition; USP2a enzymatic assay, qHTS inhibition; Potency, µM (top dose mostly 38.3 µM), inactives show at the highest dose activity change, negative = inhibition, hits mostly inhibitors; hit rate 0.1% among 60,000; AID 927;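 also: potency is read from the fitted curve at half-maximal effect; nearly all actives have a fitted effect of over 60% in size; plate controls were DMSO for no effect and NEM full inhibition control for full effect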
#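 Coupled readout: USP2-cleaved Ub-PLA2 (20nM final) turns over NBD C6-HPC (20uM final), Ex 460nm/Em 535nm after 2.5 h, time-zero read flagging artifacts. Enzyme (20nM final, pH 8.0 Tris) given 30 min RT with compound first; NEM defines full inhibition.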
# BRCT PPI green: blocks human BRCA1 BRCT binding to phosphopeptide, green readout. hit rate 0.05% among 75,000. Potency, µM (series often up to 76.9 µM), inactives show at the highest dose activity change, negative = inhibition, usual class: inhibitors. AID 875. BRCA1 BRCT-phosphopeptide binding, green fluorescence polarization;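 also: potency is read from the fitted curve at half-maximal effect; plate controls were peptide without protein for full effect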
#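 Compounds were incubated for 12 min at room temperature with a complex of 100 nM fluorescein-tagged pBACH1 decapeptide and 250 nM His-tagged BRCT protein. Buffer was phosphate pH 7.3 with EDTA, DTT and Tween 20. Disruption of binding lowers the polarization signal.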
# 4MU fluor: 4-MU region autofluorescence. max dye-equivalent concentration, M. compound autofluorescence, 340/450 nm, 4-MU equivalents; active compounds read high. AID 589. hit rate 11% among 59,000; in the data active = max dye-equivalent concentration above about 10 nM; inconclusive = mostly about 1.1 nM to 9.6 nM
#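 Compounds in 100 mM Tris, pH 8.0, sat 15 min at room temperature before fluorescence was read at 340 nm excitation/450 nm emission; a per-plate six-point 4-MU standard curve converted signals to dye-equivalent concentration at each compound concentration.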
# A350 fluor: A350 region autofluorescence; Compound autofluorescence, 340/450 nm, Alexa 350 dye-equivalents; active compounds read high; max dye-equivalent concentration, M; hit rate 11% among 59,000; AID 590; in the data active = max dye-equivalent concentration above about 10 nM; inconclusive = mostly about 1.1 nM to 9.6 nM
# An asterisk follows results filed as active; i = inactive; ? = inconclusive; . = no result given; [ ] = remark or other dose. Unless noted, calls follow the shape of the dose curve; as a rule, active = well fitted curve in the direction sought with a large enough effect; inconclusive = small, poorly fitted or top-dose-only effect, or another doubt; inactive = no such curve, though single readings can be large; an effect the other way counts as inactive or inconclusive. Not all compounds are listed; rates above refer to the full screens.
[1] COc1ccc(CNC(=O)COC(=O)c2c[nH]c(=O)[nH]c2=O)cc1OC
[2] Cn1cccc1C(=O)NC(=O)CSc1nnc(C2CC2)n1-c1ccccc1
[3] Cc1ccc(N2Cc3ccccc3OC(C)C2=O)cc1 (stereo unspecified)
[4] NC(=O)NC(c1ccccc1)c1ccccc1F (stereo unspecified)
[5] CC(C)(Oc1ccc(CCNC(=O)c2ccc(Cl)cc2)cc1)C(=O)O
[6] Cc1c(NC(C)C)c(=O)n(-c2ccccc2)n1C
[7] Nc1nc(SCc2ccc(Cl)cc2)ns1
[8] Nn1c(COc2ccccc2)nnc1SCc1cc(=O)[nH]c2ccccc12

Screen / compound no.	1	2	3	4	5	6	7	8
Fluorescein fluor	i	?	.	.	?	i	.	?
Casp1 inh	4%	0%	1%	0%	-2%	1%	0%	1%
Caspase-7 inhib	-1%	-2%	-2%	0%	1%	1%	-1%	-2%
HEK293 cAMP cs	4%	3%	19%	1%[11.4 µM]	-4%[25.6 µM]	-5%[25.6 µM]	0%	-1%
Rhodamine autofl	i	i	.	.	i	i	.	i
TexasRed autofl	?	i	.	.	i	i	.	i
BRCT inh red	-1.3%	-0.2%	0.3%	-1.9%	0.1%	0.5%	-0.6%	0.9%
USP2a inh	-5%	9%	.	5%[7.66 µM]	-9%	-2%	-6%	5%
BRCT PPI green	-1.7%	2.1%	-1.9%	-2.1%	0.7%[3.08 µM]	-2.4%[3.08 µM]	0.9%	0.0%
4MU fluor	i	i	.	.	i	i	.	i
A350 fluor	i	i	.	.	i	i	.	i

# Two entries from above, with two lines to a compound:
# Each structure is followed by: Fluorescein fluor | Casp1 inh | Caspase-7 inhib | HEK293 cAMP cs | Rhodamine autofl | TexasRed autofl | BRCT inh red | USP2a inh | BRCT PPI green | 4MU fluor | A350 fluor
6. Cc1c(NC(C)C)c(=O)n(-c2ccccc2)n1C
 : i | 1% | 1% | -5%[25.6 µM] | i | i | 0.5% | -2% | -2.4%[3.08 µM] | i | i
5. CC(C)(Oc1ccc(CCNC(=O)c2ccc(Cl)cc2)cc1)C(=O)O
 : ? | -2% | 1% | -4%[25.6 µM] | i | i | 0.1% | -9% | 0.7%[3.08 µM] | i | i

# Additional compounds:
[9] Cc1ccc(Nc2cc(C)nc3nc(C)nn23)c(C)c1
[10] COC(=O)CSc1nc2sc3c(c2c(=O)n1-c1ccccc1)CCN(C)C3
[11] COc1ccc(-c2cc(C(N)=O)nc(N3CCCCCC3)n2)cc1
[12] Cc1sc2ncnc(SCC(=O)c3cccs3)c2c1C
[13] C=CCn1c(N)cc(=O)nc1SCC(=O)Nc1ccccc1
[14] Cc1cc(Nc2ccc(F)cc2)n2nc(C)nc2n1
[15] O=C(Nc1ccc2c(c1)OCO2)C1COc2ccccc2O1 (stereo unspecified)
[16] COCCOC(=O)c1c(NC(=O)CN2CCOCC2)sc(C(N)=O)c1C

Screen / compound no.	9	10	11	12	13	14	15	16
Fluorescein fluor	.	i	?	.	i	.	.	i
Casp1 inh	-1%	?	-1%	-6%	-2%	-9%	2%	0%
Caspase-7 inhib	-2%	-25%	-2%	-5%	-1%	1%	0%	-2%
HEK293 cAMP cs	-6%	?	-1%	?	2%	-4%	0%	1%
Rhodamine autofl	.	i	i	.	i	.	.	i
TexasRed autofl	.	?	?	.	i	.	.	i
BRCT inh red	-1.2%	0.6%	-3.3%	0.1%	-1.1%	-1.5%	0.4%	-0.9%
USP2a inh	.	22%	-13%	8%	-4%	.	25%	6%
BRCT PPI green	3.7%	-0.2%	-2.8%	0.2%	1.3%	3.5%	-1.9%	-3.8%
4MU fluor	.	4.8e-08M*	?	.	i	.	.	i
A350 fluor	.	5e-08M*	?	.	i	.	.	i

[17] NC(=O)c1ccc[n+]([C@@H]2OC(COP(=O)([O-])OP(=O)(O)OCC3OC(n4cnc5c(N)ncnc54)C(O)C3O)C(O)C2O)c1 (stereo partly specified)
[18] COC(=O)C1=C(C)NC(=O)NC1c1cn(-c2ccccc2)nc1-c1cccs1 (stereo unspecified)
[19] O=C(Cn1c(C(=O)NCC2CCCO2)cc2sccc21)c1ccccc1 (stereo unspecified)
[20] COCCN(CC(=O)NC1CCCCC1)C(=O)CSc1nc2ccccc2o1
[21] COc1ccc(CCNC(=O)COc2ccc(S(=O)(=O)N3CCOCC3)cc2)cc1OC
[22] CCN(CC(=O)Nc1c(C(=O)OC)[nH]c2ccccc12)c1ccc2c(c1)OCO2
[23] N#Cc1nc(COc2ccccc2)oc1NCCCn1ccnc1
[24] CC(C)c1nnc(NC(=O)CC(=O)Nc2ccccc2C(=O)O)s1

Screen / compound no.	17	18	19	20	21	22	23	24
Fluorescein fluor	.	?	?	i	?	i	?	?
Casp1 inh	3%	1%	3%	-1%	-2%	-4%	2%	-3%
Caspase-7 inhib	-1%	-2%	-5%	2%	2%	-2%	-1%	1%
HEK293 cAMP cs	.	13%	13%	?	1%	-1%	9%	10%
Rhodamine autofl	.	i	i	i	i	i	i	i
TexasRed autofl	.	?	i	i	?	?	i	i
BRCT inh red	-1.7%	-1.9%	1.1%	-1.3%	-1.1%	-1.1%	1.0%	-0.6%
USP2a inh	-2%	8%	11%	.	0%	28%	4%	0%
BRCT PPI green	-0.9%[3.08 µM]	4.2%	-2.6%	-0.8%	-2.4%	-1.7%	0.5%	-1.0%
4MU fluor	.	i	i	i	i	i	i	i
A350 fluor	.	i	i	i	i	i	i	i

# Part of the list above, reduced to Casp1 inh:
item | smiles | Casp1 inh
8 | Nn1c(COc2ccccc2)nnc1SCc1cc(=O)[nH]c2ccccc12 | 1%
1 | COc1ccc(CNC(=O)COC(=O)c2c[nH]c(=O)[nH]c2=O)cc1OC | 4%
18 | COC(=O)C1=C(C)NC(=O)NC1c1cn(-c2ccccc2)nc1-c1cccs1 (stereo unspecified) | 1%
16 | COCCOC(=O)c1c(NC(=O)CN2CCOCC2)sc(C(N)=O)c1C | 0%

# (listing goes on)
[25] C=C(C)CSc1nc(N)c(C#N)c(-c2ccc(C)cc2)c1C#N
[26] CN(Cc1ccco1)c1ccnc(-c2cccnc2)n1
[27] CCCn1c(=O)c2ccccc2n2c(SCc3cc(=O)n4ccsc4n3)nnc12
[28] Cc1ccc2cc3cc(C(=O)NCCCN4CCCCCC4)oc3nc2c1
[29] Cc1ccc(OCc2occc2C(=O)O)cc1
[30] COc1ccccc1OCC(O)Cn1nc(C)cc1C (stereo unspecified)
[31] FC(F)(F)c1ccccc1-c1nc(Nc2ccncc2)c2ccccc2n1
[32] Nc1nc(C2C(=O)CCCC2=O)cs1

Screen / compound no.	25	26	27	28	29	30	31	32
Fluorescein fluor	?	i	i	i	.	?	?	?
Casp1 inh	-7%	-3%	0%	-3%	-2%	1%	-1%	-14%
Caspase-7 inhib	-13%	-10%	-3%	-1%	-5%	-1%	-3%	-4%
HEK293 cAMP cs	-7%	-2%	?	?	28%	?	?	11%
Rhodamine autofl	i	i	i	i	.	i	i	i
TexasRed autofl	i	i	i	i	.	i	i	i
BRCT inh red	0.7%	-3.9%	-2.4%	-1.0%	1.4%	-0.7%	-0.6%	-3.7%
USP2a inh	9%	72%[activator]	8%	8%	-6%	-11%	-23%	1%
BRCT PPI green	0.0%	0.2%	0.6%	-0.1%	1.2%	0.7%	-3.9%	-2.9%
4MU fluor	i	i	?	6.7e-08M*	.	i	i	i
A350 fluor	i	i	?	6.3e-08M*	.	i	i	i

[33] CC1(C)CCCC2=C1CC1C(=O)N(c3ccccc3)C(=O)C1C2 (stereo unspecified)
[34] Cc1ccc(-n2nnnc2SC(C)C(N)=O)c(C)c1 (stereo unspecified)
[35] COc1ccc(CCNC(=O)CSc2nnnn2Cc2ccc3c(c2)OCO3)cc1OC
[36] O=C(c1ccco1)N1CCN(C(c2cccs2)c2sc3ncnn3c2O)CC1 (stereo unspecified)
[37] COCc1cc(C)nc2sc(C(=O)N3CCN(c4ccccc4)CC3)c(N)c12
[38] COCCn1c(C2CCCCC2)nc2sc3ccccc3c(=O)c2c1=O
[39] CCOC(=O)CCCSc1nc2sc(C)c(C)c2c(=O)[nH]1
[40] O=C1CCCC2=C1C(c1ccccc1O)C1=C(CCCC1=O)O2

Screen / compound no.	33	34	35	36	37	38	39	40
Fluorescein fluor	i	i	?	.	.	i	.	i
Casp1 inh	-2%	1%	3%	1%	-12%	-1%	1%	-4%
Caspase-7 inhib	-4%	0%	-1%	2%	-16%	0%	0%	0%
HEK293 cAMP cs	16%	4%	2%	-12%	6%	21%	15%	6%
Rhodamine autofl	i	i	i	.	.	i	.	i
TexasRed autofl	i	i	i	.	.	?	.	i
BRCT inh red	-0.4%	0.3%	0.4%	-0.9%	0.0%	-0.3%	-0.1%	-1.1%
USP2a inh	-7%	5%	12%	.	.	13%	.	-2%
BRCT PPI green	-1.8%	-0.7%	0.6%	-1.6%	-2.5%	-2.6%	0.3%	-0.1%
4MU fluor	i	i	i	.	.	i	.	i
A350 fluor	i	i	?	.	.	i	.	i
